Bim-Mcl-1: inhibitors of Bim-Mcl-1 interaction, human. Bead-based flow cytometry, Bim peptide-Mcl-1 binding. Q07820. AID 1009. 0.1% of 190,000 active. inhibition, % at 10 µM; in the data active means inhibition above about 40%;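 further: 0% = no compound tracer wells and 100% = peptide blocker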
Target sequence (Q07820 whole entry, looked up): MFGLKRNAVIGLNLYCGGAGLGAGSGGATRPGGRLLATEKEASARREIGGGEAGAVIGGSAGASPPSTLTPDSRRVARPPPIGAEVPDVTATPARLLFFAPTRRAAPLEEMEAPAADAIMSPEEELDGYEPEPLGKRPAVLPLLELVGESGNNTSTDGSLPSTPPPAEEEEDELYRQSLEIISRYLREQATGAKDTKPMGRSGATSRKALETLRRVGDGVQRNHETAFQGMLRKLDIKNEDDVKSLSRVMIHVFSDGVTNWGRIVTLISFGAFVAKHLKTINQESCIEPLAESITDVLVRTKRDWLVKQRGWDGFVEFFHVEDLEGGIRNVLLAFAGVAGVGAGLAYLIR
Mcl1 Noxa PPI: disrupts binding of human Mcl-1 to Noxa peptide; Q07820; TR-FRET Mcl-1/Noxa peptide binding, 2 h; inhibition, % at 21.7 µM; 1.5% of 220,000 active;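 active means compounds that cut the protein-peptide binding signal by more than 50% relative to plate controls in a single-dose test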;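 further: His-tagged Mcl-1 with rhodamine Noxa BH3 peptide and terbium anti-His antibody; 0% = Mcl-1 plus Noxa peptide wells and 100% = peptide-only wells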
Cdc42 wt: human Cdc42 wildtype GTP binding change, either direction; P60953; GST-Cdc42 beads, Bodipy-GTP binding, flow cytometry; actives lie on both sides; percent activity (GTP binding), % at 10 µM; 0.2% of 190,000 active;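 active means percent activity GTP binding at least 20 points away from the 100% baseline, either down as inhibitor or up as activator; inconclusive means compound flagged as likely green fluorescent from well-wide comparison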;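 further: median bead fluorescence of bound Bodipy-FL-GTP at 100 nM; 0% = excess unlabeled GTP control and 100% = no compound control; below 100% means less GTP binding so inhibitor and above means activator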
Target sequence (P60953 whole entry, looked up): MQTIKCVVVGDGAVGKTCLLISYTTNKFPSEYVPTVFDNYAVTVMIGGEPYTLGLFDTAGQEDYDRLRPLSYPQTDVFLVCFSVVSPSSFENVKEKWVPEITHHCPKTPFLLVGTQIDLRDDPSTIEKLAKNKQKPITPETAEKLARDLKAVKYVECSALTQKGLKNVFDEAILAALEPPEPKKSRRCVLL
Mcl1-Bid inh: Mcl-1/Bid interaction inhibition; TR-FRET Mcl-1/Bid-Dy647 peptide binding, 1536-well; inhibition, % at 21.7 µM; 0.97% of 220,000 active; Q07820; AID 1021;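 active means compounds that cut the binding signal by more than half at the single screening dose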;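 further: His-tagged Mcl-1 with europium anti-His antibody binding Bid BH3 peptide; 0% = Mcl-1 plus peptide wells and 100% = peptide-only wells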
Pf gamet viab: kills late stage P. falciparum gametocytes. AID 743093. 0.065% of 150,000 active. inhibition, % at 10.9 µM. P. falciparum stage V gametocytes, ATP luminescence, 24 h;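 active means inhibition above the mean plus 3 SD of compounds within the control limits, set per campaign, cut at about 38% in these data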;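 further: 0% = DMSO wells and 100% = medium only without gametocytes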
Rab7 wt GTP bind: dog Rab7 wildtype GTP binding, inhibitors and activators; GST-Rab7 beads, fluorescent GTP binding, flow cytometry; actives lie on both sides; untreated = 100%, excess cold GTP = 0%; GTP binding activity (percent of control), % at 10 µM; 0.055% of 190,000 active;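 active means fluorescent GTP binding to Rab7 beads changed by at least 20 points from the 100% baseline, either direction, mostly lower; inconclusive means compound itself probably fluorescent, or too few beads counted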;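 further: median green fluorescence of bound Bodipy-FL-GTP per Rab7 bead population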
HRas wt GTP: human HRas wildtype GTP binding, change in either direction; GST-Ras wt beads, Bodipy-FL-GTP binding, flow cytometry; actives lie on both sides; GTP binding activity, % at 10 µM; P01112; 0.14% of 190,000 active;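 active means GTP binding activity at least 20% away from the 100% baseline, either lowered as inhibitor or raised as activator; inconclusive means flagged as likely green fluorescent, judged across all proteins in the well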;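 further: 0% = unlabeled GTP competition control and 100% = no-compound control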
Target sequence (P01112 whole entry, looked up): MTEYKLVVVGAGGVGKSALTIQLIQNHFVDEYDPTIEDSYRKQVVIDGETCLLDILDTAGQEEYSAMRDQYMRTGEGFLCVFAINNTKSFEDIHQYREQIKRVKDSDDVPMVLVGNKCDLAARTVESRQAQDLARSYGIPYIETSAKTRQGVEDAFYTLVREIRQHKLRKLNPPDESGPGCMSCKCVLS
RGS8-Gao: human RGS8-Galphao interaction regulation | AID 1423 | response (percent of control binding), % at 10 µM | P09471 | 0.34% of 220,000 active | multiplexed bead flow cytometry, RGS8-Galphao binding; actives lie on both sides; in the data active means response below about 60% or above about 140%; inactive means in between;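 further: Galphao activated as the GDP aluminium fluoride complex binding bead-coupled RGS8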
Rab2 wt GTP: changes GTP binding to wildtype dog Rab2A, up or down; P61105; GST-Rab2 wt beads, Bodipy-GTP binding, flow cytometry; GTP binding activity, % at 10 µM; 0.19% of 190,000 active;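 active means GTP binding activity at least 20 points away from 100%, either lowered or raised; inconclusive means signal likely due to the compound's own green fluorescence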;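 further: 0% = beads with excess unlabeled GTP and 100% = no-compound control corrected for plate trend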
Rac1 mut GTP: modulators of GTP binding to human Rac1 activated mutant | AID 764 | percent activity (GTP binding), % at 10 µM | GST-Rac1 activated beads, fluorescent GTP binding, flow cytometry; actives lie on both sides; 100% means binding = to untreated wells | 0.11% of 190,000 active;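 active means GTP binding at least 20 percentage points away from the 100% baseline, in either direction, so actives lie on both sides; inconclusive means Compound likely fluorescent itself, or too few beads counted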
Rac1 wt modul: human Rac1 wildtype GTP binding, inhibitors and activators; AID 757; GST-Rac1 beads, fluorescent GTP binding, flow cytometry; actives lie on both sides; 0 = cold GTP competed, 100 = untreated; GTP binding activity (% of control), % at 10 µM; 0.27% of 190,000 active; P63000;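 active means GTP binding activity at least 20 points away from the 100% control level, either lower or higher; inconclusive means compound flagged as likely green fluorescent, judged across all proteins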
* hit, by the source's call; ? = inconclusive; nt = no result given.

Every second line gives: Rac1 wt modul, Rac1 mut GTP, Mcl1 Noxa PPI, Mcl1-Bid inh, RGS8-Gao, Rab2 wt GTP, Rab7 wt GTP bind, Pf gamet viab, Bim-Mcl-1, Cdc42 wt, HRas wt GTP
CN(C)c1ccc(/C=N/NC(=O)Cn2nnc3ccccc32)cc1
    102, 99, 33, -9, 77, 98, 95, nt, 2, 103, 99
CCc1ccc(Oc2coc3cc(OC(=O)c4cc5ccccc5oc4=O)ccc3c2=O)cc1
    100, 99, -4, 13, 100, 100, 105, 7, -2, 98, 99
CC(=O)NC(CCS(C)(=O)=O)C(=O)Nc1ccc(F)cc1Cl (stereo unspecified)
    96, 93, 14, 3, 103, 97, 98, 14, -5, 99, 100
CC1Cc2ccccc2N1C(=O)CSc1nnc(Cn2nnc3ccccc32)n1C (stereo unspecified)
    106, 99, 1, -6, 100, 100, 97, 16, -2, 101, 101
Cc1ccc(C(C)C)c(OCc2nnc(SCC(=O)Nc3ncc(C)s3)n2C)c1
    104, 99, 1, -27, 98, 99, 102, nt, -1, 100, 100
CC1=C(C(N)=O)C(c2ccccn2)n2nc(SCc3ccccc3)nc2N1 (stereo unspecified)
    100, 92, -9, -7, 99, 95, 92, nt, -1, 95, 99
CC(=O)N1CCc2cc(S(=O)(=O)CCC(=O)NCc3ccco3)ccc21
    105, 97, -1, -20, 107, 95, 101, 5, -2, 95, 98
COc1ccccc1Cc1nc2ccccc2n1S(=O)(=O)c1ccc(Cl)cc1
    103, 99, 0, 59*, 103, 99, 102, nt, 0, 102, 103
O=C(O)CCCCCNCc1ccncc1
    109, 100, 5, -17, 105, 102, 102, nt, -1, 104, 102
Cc1ccc2nc(NC(=O)c3ccc(Cl)s3)sc2c1
    103, 101, 36, 6, 103, 101, 100, nt, -5, 105, 101
C=CCc1ccc(O)c(-c2ccc(O)c(CC=C)c2)c1
    100, 96, 3, 6, 99, 98, 103, nt, -3, 96, 97
COc1cc(/C=C2/C(=N)N3OC(C)=CC3=NC2=O)ccc1OCCOc1ccc(C)cc1
    102, 101, -5, -27, 101, 101, 102, nt, -3, 103, 103
c1ccc(C2=Nc3cccc4cccc(c34)N2)cc1
    103, 96, 37, -46, 98, 98, 101, 31, 9, 99, 99
O=C(COc1cccc2cccnc12)N/N=C/c1ccc(O)cc1
    96, 96, 3, -25, 99, 93, 94, -34, -2, 95, 92
CCn1c(SCC(=O)NC(C)(C)C)nnc1-c1ccoc1C
    101, 94, 8, 1, nt, 95, 97, nt, -2, 96, 98
CCc1ccc(CNC(=O)CCc2nnc(Cc3cccc(C(F)(F)F)c3)o2)nc1
    99, 96, 6, 1, 98, 96, 95, 14, -6, 99, 97
CC(C)c1ccc(C(=O)Nc2ccc(N3CCOCC3)cc2)cc1
    100, 95, 23, -26, 83, 95, 94, nt, 1, 97, 95
CC(=O)NC(CC(=O)Nc1ccc(S(=O)(=O)N2CCCCC2)cc1)c1ccccc1 (stereo unspecified)
    103, 100, -5, -34, 101, 100, 99, -15, 3, 102, 103
Cc1cc(SCC(=O)NCCN2C(=O)CSC2=O)nc2c(C)cccc12
    105, 103, 15, -27, 102, 104, 100, nt, -2, 102, 102
CCCCC(=O)N/N=C/c1ccc(-c2ccc([N+](=O)[O-])cc2)o1
    98, 96, 10, -34, 101, 98, 97, 19, 0, 94, 97
O=C(CNC(=O)c1ccc(F)cc1)N/N=C/c1cc(Br)ccc1OCc1ccccc1
    104, 98, 6, 0, 104, 97, 97, 31, 0, 99, 97
Cc1cccc(N2CC(C(=O)Nc3ccc(S(=O)(=O)N4CCOCC4)cc3)CC2=O)c1 (stereo unspecified)
    102, 95, 8, -5, 105, 100, 106, -1, -5, 98, 100
COc1cc(OC)c(S(=O)(=O)Nc2ccccc2NC(=O)CN2CCOCC2)cc1NC(C)=O
    103, 99, 1, 8, 105, 104, 103, -26, 2, 102, 103
N#Cc1sc2nc(-c3ccccc3)cc(-c3ccco3)c2c1N
    102, 97, 102*, 74*, 96, 96, 99, nt, 0, 98, 99
COc1ccc(C(=O)Nc2ccc(-n3nncc3C(C)(C)C)cc2)cc1
    95, 98, 4, 5, 108, 98, 97, -3, 29, 98, 98
COc1ccc(-c2nn(-c3ccccc3)cc2/C=C/C(=O)N2CCN(c3ccccn3)CC2)cc1
    96, 96, 10, -7, 102, 100, 101, -3, 0, 95, 100
COC(=O)c1c(NC(=O)COC(=O)[C@@H](NS(=O)(=O)c2cccc(Cl)c2)C(C)C)sc2c1CCC2
    102, 97, -1, -27, 93, 97, 100, 5, -1, 99, 99
COc1cc(/C=C2\SC(=Nc3ccc(O)cc3)NC2=O)cc(OC)c1O
    72*, 86, 62*, -31, 106, 83, 96, 3, 0, 79*, 84
CC1CC(C)CN(S(=O)(=O)c2cc(C(=O)O)c(Cl)s2)C1 (stereo unspecified)
    100, 97, 26, 16, 121, 94, 95, 2, 2, 97, 97
O=S(=O)(NCC1COc2ccccc2O1)c1ccc2ccccc2c1 (stereo unspecified)
    98, 94, 26, -4, 104, 92, 92, 1, -3, 98, 95
CS(=O)(=O)Nc1ccc(C2=NN(C(=O)c3ccco3)C(c3ccccc3F)C2)cc1 (stereo unspecified)
    92, 94, 24, -24, 99, 95, 105, nt, 0, 92, 95
O=C(NCc1ccccn1)c1cccc(NS(=O)(=O)c2cccc(Cl)c2)c1
    102, 98, 13, 3, 100, 94, 97, 13, 0, 100, 99
CCCn1c(=O)[nH]c(=O)c2c1nc(-c1ccc(OC(F)F)cc1)n2CCN1CCOCC1
    104, 98, 39, 32, 98, 100, 101, nt, -1, 101, 100
CCOc1ccccc1NC(=O)N1CCC(NC(=O)c2cccc(C)c2)CC1
    105, 100, 47, -18, 99, 100, 98, nt, -2, 103, 101
Cc1cc(C)cc(Nc2nc(-c3ccc(S(=O)(=O)N4CCCC4)cc3)cs2)c1
    102, 97, -5, -29, 103, 101, 101, 15, -1, 99, 101
O=C(CSc1cccc[n+]1[O-])c1cc2ccccc2o1
    109, 102, 18, -42, 96, 105, 106, nt, 0, 109, 107
COc1ccc(S(=O)(=O)N2CCOCC2)cc1NC(=O)CN(C)Cc1c(F)cccc1Cl
    92, 93, -7, -18, 101, 98, 101, -17, 0, 94, 98
CCC(c1nnc(SCC(=O)Nc2ccc(C(C)=O)cc2)n1C1CCCCC1)N(C)C (stereo unspecified)
    103, 101, 2, -36, 95, 99, 100, 6, -5, 99, 102
CN1CCN(CC(=O)N2c3ccccc3C(C)(c3ccccc3)CC2(C)C)CC1 (stereo unspecified)
    ?, ?, -2, -4, 96, ?, ?, nt, 0, ?, ?
CC(=O)Nc1nc(-c2ccc3c(c2)CCN3S(C)(=O)=O)cs1
    102, 97, 47, -46, 104, 100, 106, -20, 3, 98, 100
O=C(NC1CCCCC1)n1c(=O)oc2ccc(Cl)cc21
    101, 97, 13, -27, 100, 97, 100, nt, -2, 98, 100
CC(C)c1ccc(C2C(C#N)=C(N)Oc3c2oc(CO)cc3=O)cc1 (stereo unspecified)
    95, 94, 2, -45, 107, 98, 98, 3, -1, 94, 95
COc1ccc(NC(=O)CN2C(=O)c3cccc4cccc2c34)cc1OC
    101, 98, 6, -22, 101, 97, 100, nt, 1, 103, 101
Cn1c(SCC(=O)NNC(=O)Cc2ccccc2)nnc1-c1ccc(Cl)cc1
    96, 96, 15, -14, 103, 99, 99, 17, -1, 99, 100
CCOc1ccc(CCNC(=O)CCc2c(C)nc3ncnn3c2C)cc1OCC
    103, 99, 3, -22, 100, 97, 99, nt, -6, 104, 102
N/C(CC(=O)Nc1ccc(F)cc1)=N\O
    102, 98, 9, -20, 93, 100, 101, 9, -4, 101, 100
CCNCCOC(c1ccccc1)c1ccccc1
    103, 102, -21, 10, 107, 100, 94, 17, 1, 105, 99
O=C(Nc1nnc(C2CC2)s1)c1ccccn1
    108, 99, -37, -37, 100, 102, 103, nt, 0, 102, 102
CC1(C)CC(=O)c2cc(C(=O)N3CCCC(C)(C)C3)c(=O)n(-c3ccccc3)c2C1
    102, 99, -2, 3, 100, 98, 96, nt, 0, 101, 100
O=C(Cc1cccs1)Nc1ccc(NC(=O)c2ccco2)cc1
    98, 95, 2, -12, 100, 94, 97, -1, 0, 93, 95
COc1ccc(-c2nnc(SCC(=O)Nc3cc(F)ccc3C)o2)cc1
    104, 98, -10, -13, 100, 99, 102, nt, 0, 99, 100
O=C(N/N=C/C1CC=CCC1)c1ccc(Cl)cc1O (stereo unspecified)
    101, 97, 0, -51, 103, 96, 99, nt, 0, 100, 97
CCN(CC)CC(=O)Nc1c(C)cc(C(C)(C)C)cc1C
    101, 99, 11, -1, 101, 100, 98, nt, 34, 101, 98
Cc1ccc(N2CC(C(=O)Nc3ccc4c(c3)OCO4)CC2=O)cc1 (stereo unspecified)
    96, 96, 1, -16, 96, 97, 97, nt, 1, 97, 98

Screening results deposited in PubChem BioAssay by several laboratories.
